Tau filament bind – binders of human tau filaments. P10636. Potency, µM (series often up to 57.1 µM), without a hit: at the top dose activity change, negative = inhibition. recombinant tau filaments, thioflavin S fluorescence, 15 h; filaments grown with octadecylsulfate alongside compound. AID 596. hit rate 2% among 71,000;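 also: potency is read from the fitted curve at half-maximal effect; % is scaled to controls: 0 for no effect and ±100 for the full control effect; actives lower thioflavin S fluorescence by blocking filaments or displacing dye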
Target sequence (P10636 whole entry, looked up): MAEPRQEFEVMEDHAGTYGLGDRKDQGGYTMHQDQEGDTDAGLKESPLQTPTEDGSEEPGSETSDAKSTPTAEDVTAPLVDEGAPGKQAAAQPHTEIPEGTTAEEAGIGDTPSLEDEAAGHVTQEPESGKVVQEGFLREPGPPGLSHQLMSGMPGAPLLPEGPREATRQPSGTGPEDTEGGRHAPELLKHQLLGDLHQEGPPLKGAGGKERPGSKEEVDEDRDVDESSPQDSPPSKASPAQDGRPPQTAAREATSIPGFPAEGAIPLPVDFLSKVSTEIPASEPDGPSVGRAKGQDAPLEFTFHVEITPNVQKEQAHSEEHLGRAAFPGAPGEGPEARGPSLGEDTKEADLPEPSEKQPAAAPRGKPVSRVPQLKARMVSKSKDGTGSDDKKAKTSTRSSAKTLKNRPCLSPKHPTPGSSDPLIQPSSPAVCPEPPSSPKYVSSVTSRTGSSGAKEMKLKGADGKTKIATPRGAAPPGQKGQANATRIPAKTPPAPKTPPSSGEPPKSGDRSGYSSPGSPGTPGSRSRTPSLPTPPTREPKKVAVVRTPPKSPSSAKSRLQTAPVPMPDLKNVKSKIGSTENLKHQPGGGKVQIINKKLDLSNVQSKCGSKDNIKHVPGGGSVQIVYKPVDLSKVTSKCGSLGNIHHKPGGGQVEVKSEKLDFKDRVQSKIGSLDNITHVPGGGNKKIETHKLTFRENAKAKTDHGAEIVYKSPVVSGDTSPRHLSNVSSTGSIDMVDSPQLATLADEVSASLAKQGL
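Assay mix: 1 uM His-tagged tau, 30 uM sodium octadecylsulfate, thioflavine S dye in HEPES/NaCl/DTT buffer. Compound is added prior to the inducer. Fluorescence after 15 h at 37 C.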
TexasRed autofl – compounds fluorescent in Texas Red spectral region. hit rate 0.06% among 59,000. Compound fluorescence, Texas Red channel, 547/618 nm; hits give high values. AID 587. max dye-equivalent concentration, M; in the data active = max dye-equivalent concentration above about 10 nM; inconclusive = between about 1.1 nM and that limit
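Spectral interference profiling: each compound concentration's relative fluorescence, read with a 547 nm excitation and 618 nm emission filter pair, was normalized to a per-plate Texas Red standard curve.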
Casp1 inh – blocks human caspase-1 allosterically or competitively | P29466 | Caspase-1 enzyme, Ac-WEHD-AFC fluorogenic rate | Potency, µM (doses to about 57.5 µM), inactives show at the highest dose activity change, negative = inhibition, most hits filed as inhibitors | hit rate 0.03% among 75,000 | AID 900;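 also: potency is read from the fitted curve at half-maximal effect; plate controls were vehicle for no effect and no substrate for full effect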
HEK293 cAMP ctrl – counter-screen for TSHR agonists: cAMP increase in parental HEK293; AID 938; parental HEK293 CNG cAMP sensor, membrane potential fluorescence; Potency, µM (highest dose often 57.1 µM), without a hit: at the highest dose activation, actives largely listed as activators; hit rate 2.5% among 73,000; also: potency is read from the fitted curve at half-maximal effect; % of control where 0% means no effect; nearly all actives have a fitted effect of over 55% in size
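Parental HEK 293 cells stably expressing a modified CNG channel (no TSHR) report cAMP rise as membrane depolarization. Membrane potential dye with 100 uM RO 20-1724 was loaded for 60 min at room temperature, then compound added for 30 min; fluorescence read at 590 nm.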
ERK AVP block – inhibitors of vasopressin-stimulated ERK signaling pathway; HEK293-V1b, vasopressin-stimulated pERK AlphaScreen; Potency, µM (highest dose often 57.5 µM), inactives show at the top dose activity, negative = inhibition, usual class: inhibitors; hit rate 0.99% among 72,000; also: potency is read from the fitted curve at half-maximal effect; % is scaled to controls: 0 for no effect and ±100 for the full control effect; nearly all actives have a fitted effect of over 55% in size
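HEK293 cells stably expressing V1b receptor, preincubated 30 min at 37 °C with compound, then stimulated 5 min with 25 nM vasopressin. Phospho-ERK by AlphaScreen SureFire after 5 h RT; normalized to DMSO and vasopressin; AC50 by Hill fit.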
HADH2 inhib – HADH2 (human) dehydrogenase inhibition; recombinant HADH2, NADH fluorescence, beta-hydroxybutyryl-CoA; Potency, µM (titrated, usually from 57.1 µM), inactives show top-dose activity change, negative = inhibition, most hits filed as inhibitors; hit rate 3.4% among 73,000; also: potency is read from the fitted curve at half-maximal effect; % is scaled to controls: 0 for no effect and ±100 for the full control effect; nearly all actives have a fitted effect of over 60% in size; many of its hits are not listed in these tables
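20 nM HADH2 + cpd, 15 min RT; add 1 mM NAD+/90 uM beta-hydroxybutyryl-CoA; kinetic fluorescence 360/450 nm, 4 min. Tris-HCl pH 9.0, 0.01% Tween-20.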
Fluorescein autfl – compound fluoresces in the fluorescein spectral region; Compound autofluorescence, 480/540 nm, fluorescein-equivalent; hits give high values; max fluorescein-equivalent concentration, M; hit rate 0.91% among 59,000; in the data active = max fluorescein-equivalent concentration above about 10 nM; inconclusive = between about 1.1 nM and that limit
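Compounds were pin-transferred into 100 mM Tris buffer, pH 8.0, and incubated 15 min at room temperature. Fluorescence was read at 480 nm excitation/540 nm emission. Signals were normalized to an on-plate six-point fluorescein standard curve as dye-equivalent concentration.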
Luciferase inh – inhibitors of firefly luciferase; P08659; purified firefly luciferase, luminescence, 8 min; Potency, µM (top dose mostly 57.1 µM), for inactives: top-dose activity change, negative = inhibition, usual class: inhibitors; hit rate 2.2% among 72,000; also: potency is read from the fitted curve at half-maximal effect; % is scaled to controls: 0 for no effect and ±100 for the full control effect; nearly all actives have a fitted effect of over 40% in size
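Luminescence read-out after 8 min at room temperature; enzyme reaction used luciferin plus 10 uM ATP (linear range) in imidazole buffer pH 7.2 with KCl, MgCl2, Tween 20 and BSA. Each sample was run as a titration.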
Casp7 inh – blocks human caspase-7 allosterically or competitively; P55210; recombinant caspase-7, Ac-DEVD-AFC fluorescence rate; Potency, µM (series often up to 57.5 µM), without a hit: at the top dose activity change, negative = inhibition, actives largely listed as inhibitors; hit rate 0.02% among 75,000; active = well fitted inhibition curve with a large enough effect in the main read-out, with a control signal flat, not every such curve was filed as active; inconclusive = small, poorly fitted or top-dose-only effect, or a change in a side signal; also: potency is read from the fitted curve at half-maximal effect; % of control where 0% means no effect
Target sequence (P55210 24-198 limits assumed): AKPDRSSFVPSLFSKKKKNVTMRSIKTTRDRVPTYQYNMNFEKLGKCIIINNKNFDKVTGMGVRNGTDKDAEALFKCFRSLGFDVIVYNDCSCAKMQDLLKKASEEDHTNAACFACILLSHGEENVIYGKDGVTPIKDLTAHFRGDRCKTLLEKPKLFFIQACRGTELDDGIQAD
Target sequence (P55210 207-303 limits assumed): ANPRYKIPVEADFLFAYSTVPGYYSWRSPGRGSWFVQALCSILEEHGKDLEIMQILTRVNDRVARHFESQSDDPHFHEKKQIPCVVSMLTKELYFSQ
USP2a inhib – blocks human ubiquitin-specific protease USP2a. O75604. USP2a enzymatic assay, qHTS inhibition. Potency, µM (top dose mostly 38.3 µM), without a hit: at the highest dose activity change, negative = inhibition, usual class: inhibitors. hit rate 0.1% among 60,000. AID 927;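 also: potency is read from the fitted curve at half-maximal effect; nearly all actives have a fitted effect of over 60% in size; plate controls were DMSO for no effect and NEM full inhibition control for full effect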
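USP2 core (20nM final) preincubated 30 min RT with compound, then Ub-PLA2 20nM and NBD C6-HPC 20uM final added; buffer 20mM Tris-HCl pH 8.0, 2mM CaCl2. Fluorescence Ex 460/Em 535 read at 0 and 2.5 h; normalized to NEM.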
Rhodamine autofl – compound autofluorescence in rhodamine spectral region | Rhodamine-region fluorescence, 547/598 nm, Tris buffer; hits give high values | max dye-equivalent concentration, M | hit rate 0.05% among 59,000 | AID 594; in the data active = max dye-equivalent concentration above about 11 nM; inconclusive = between about 1.1 nM and that limit
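Intrinsic compound fluorescence, ex 547 / em 598 nm, CCD imager. Tris 100 mM pH 8.0; 15 min RT. Output = rhodamine dye-equivalent concentration at each compound concentration.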
An asterisk follows results filed as active; i = inactive; ? = inconclusive; . = not tested or not shown; [ ] = another dose, or the depositor's remark. Unless noted, calls follow the shape of the dose curve; as a rule, active = well fitted curve in the direction sought with a large enough effect; inconclusive = small, poorly fitted or top-dose-only effect, or another doubt; inactive = no such curve, though single readings can be large; an effect the other way counts as inactive or inconclusive. Not all compounds are listed (hit frequency here may not be typical).

| mol | Tau filament bind | TexasRed autofl | Casp1 inh | HEK293 cAMP ctrl | ERK AVP block | HADH2 inhib | Fluorescein autfl | Luciferase inh | Casp7 inh | USP2a inhib | Rhodamine autofl |
| --- | --- | --- | --- | --- | --- | --- | --- | --- | --- | --- | --- |
| Cc1ccc(NC(=O)NCCN2C(=O)C3C4C=CC(C4)C3C2=O)cc1 (configuration not stated) | -1.1% | . | -1.8% | 7.2% | 3.7% | 0.6% | . | ? | -2.0% | . | . |
| Cc1ccccc1N1CC(c2nc3ccccc3[nH]2)CC1=O (configuration not stated) | 0.8% | i | 1.0% | -0.1% | 11.3% | -3.9% | ? | -0.1% | -0.8% | 2.9% | i |
| O=C(O)C1CCN(Cc2cnn(-c3ccccc3)c2-n2cccc2)CC1 | -4.3% | i | -1.3% | 22.7% | -24.7% | 5.4% | ? | 2.2% | -1.1% | 7.7% | i |
| Cn1cc(S(=O)(=O)Nc2ccc(Br)cc2F)c(=O)n(C)c1=O | 13.5% | . | -2.6% | ? | . | -19.4% | . | 0.0% | -7.8% | . | . |
| CCOC(=O)CNc1nnc(SCC(=O)OCC)[nH]c1=O | -7.4% | i | -3.8% | -40.6%[inhibitor] | 12.1% | -15.2% | i | -2.2% | 1.0% | -8.5% | i |
| C=CCn1nnnc1SCC(=O)Nc1cccc(OC)c1 | 2.6% | i | 0.5% | 2.5% | -14.6% | -4.3% | i | -0.4% | 0.2% | -4.5% | i |
| CCOC(=O)c1ccc(NC(=O)CSc2nnc(CNc3ccc(OC)cc3)n2C)cc1 | ? | i | -3.3% | 0.2% | 6.4% | -3.4% | i | -5.8% | -0.7% | 13.4% | i |
| CCCS(=O)(=O)N1CCCC(C(=O)NCC2CCCO2)C1 (configuration not stated) | 2.7% | i | 2.0% | 1.2% | 0.4% | -1.9% | ? | 1.2% | 3.8% | -1.1% | i |
| CCc1cc(C(=O)NCCN(C)C)cs1 | 4.4% | i | 0.0% | 8.4% | -1.8% | 3.4% | ? | 1.5% | -0.3% | 36.3%[activator] | i |
| CCOc1ccc2[nH]c3c(N4CCN(c5ccccn5)CC4)ncnc3c2c1 | 201.0% | i | -2.7% | -2.5% | ? | -19.5% | i | -10.6% | -3.3% | 38.5%[activator] | i |
| CCCCCCC(=O)Nc1c(O)c2ccccc2[nH]c1=O | -0.3% | i | -1.6% | 5.7% | 5.7% | -13.1% | i | 0.9% | 1.5% | -5.0% | i |
| COc1cc(NC(=O)c2cccs2)cc(OC)c1 | -1.4% | i | 0.2% | -1.2% | 17.2% | 4.7% | i | -18.6% | -0.1% | 3.4% | i |
| N=C(N)SC(c1ccccc1)c1ccccc1 | 2.6%[11.4 µM] | ? | 2.1%[11.5 µM] | 3.7%[11.4 µM] | ? | 5.1%[11.4 µM] | i | 3.7%[11.4 µM] | -1.6%[11.5 µM] | . | i |
| O=C(Nc1cccc(F)c1)c1cccnc1N1CCOCC1 | -2.8% | i | 0.7% | 4.7% | 4.2% | 7.0% | i | 1.4% | -1.1% | 0.6% | i |
| COC(=O)CSc1nnc(-c2ccco2)o1 | -3.9% | i | 1.5% | -6.8% | -12.7% | -3.5% | ? | 1.8% | -1.2% | 2.4% | i |
| Cc1onc(-c2ccccc2Cl)c1C(=O)NCCN1Cc2ccccc2C1=O | -7.2%[11.4 µM] | . | -1.4% | 4.1%[11.4 µM] | 22.5% | 4.7%[11.4 µM] | . | 2.0% | 0.0% | 8.9%[7.66 µM] | . |
| Cc1ccc(C(=O)NCCCC(=O)O)o1 | 11.7% | . | -3.8% | 4.1% | -6.2% | -2.6% | . | -1.3% | -0.4% | -5.0% | . |
| COc1cc(NC(=O)c2ccco2)c(OC)cc1NC(=O)Nc1ccc(Cl)cc1 | i | i | ? | -56.7%[inhibitor] | -23.6% | 15.2% | i | -0.2% | -17.3% | 13.1% | i |
| O=C(c1ccccc1)c1ccccc1C(=O)N1CCCC1 | -3.1% | i | 1.4% | 5.2% | -0.9% | 3.0% | i | 0.1% | 1.0% | -12.1% | i |
| C=CCn1c(SCC(=O)Nc2cccc(C)c2)nnc1-c1cnccn1 | -13.5% | i | -1.3% | 15.9% | 3.2% | 3.9% | ? | 0.8% | -1.1% | 21.6% | i |
| CCCS(=O)(=O)N1CCC(C(=O)N2CCc3ccccc3C2)CC1 | -2.7% | i | -0.6% | 4.8% | 2.3% | 5.4% | ? | 1.4% | -0.5% | 5.5% | i |
| CCOC(=O)COc1ccc2c(c1)C(=O)CC1(CCN(C(C)=O)CC1)O2 | 1.7% | i | ? | -7.0% | -6.3% | 261.8%[activator] | i | 1.7% | -23.7% | 6.3% | i |
| CC(=O)N1CCc2cc(S(=O)(=O)NCCC(=O)N3CCN(c4ccccn4)CC3)ccc21 | -1.4% | i | -0.1% | 2.2% | 7.5% | 12.0% | i | 1.7% | -1.7% | 1.7% | i |
| Cc1oc(-c2cccc(Cl)c2)nc1CN1CCC(C(=O)NCCCN2CCCC2=O)CC1 | 6.4% | . | -0.2% | 2.8% | -13.4% | 1.4% | . | 0.0% | 2.8% | . | . |
| Nc1cnn([C@@H]2O[C@H](CO)[C@@H](O)[C@H]2O)c(=O)n1 | -5.1% | . | -1.0% | 17.2% | 8.6% | 8.7% | . | . | -0.6% | . | . |
| O=C(Nc1cccc(F)c1)C1CCN(c2nnnn2-c2ccccc2)CC1 | -11.9% | i | 1.0% | 21.1% | 4.6% | 13.9% | i | -1.8% | 1.2% | . | i |
| CN1CCCc2cc(C#N)c(=O)[nH]c21 | 5.8%[11.4 µM] | . | ? | 7.1%[11.4 µM] | -15.0% | 3.16µM* | . | 1.4% | -22.7% | 2.5%[7.66 µM] | . |
| O=C1CC(c2ccccc2)Cc2nc(N3CCc4ccccc43)ncc21 (configuration not stated) | 9.7% | i | -5.5% | 25.4% | 5.4% | 12.6µM* | i | -1.5% | -3.3% | 16.3% | i |
| CC(C)NC(=O)N1CC[C@@]2(CCCN(C(=O)c3ccncc3)C2)C1 | -11.5% | ? | -2.0% | 4.7% | 2.0% | ? | i | -2.0%[11.4 µM] | -0.7% | -2.7% | i |
| O=C(Nc1ccc(Cl)cc1)C1CC2CCCC(C1)C2=O (configuration not stated) | 2.6%[11.4 µM] | . | -0.3% | -0.3%[11.4 µM] | -15.7% | 1.4%[11.4 µM] | . | 1.8% | 0.6% | -0.3%[7.66 µM] | . |
| C[C@]1(C(=O)NCc2cc(F)cc(C(F)(F)F)c2)C=C[C@@H](Cc2ccccc2)N1C(=O)c1ccccc1 | 62.5% | . | -2.1% | 15.8µM* | 30.8% | 18.7% | . | . | -5.4% | . | . |
| CN1CCN(C2=Cc3ccccc3Oc3ccc(Cl)cc32)CC1 | ? | . | -0.7% | 16.7% | -21.8% | 4.8% | . | 3.6% | -0.7% | . | . |
| Cc1nc2nc(C)c(CCC(=O)NCCCN3CCN(c4cccc(Cl)c4)CC3)c(C)n2n1 | 9.0% | i | 1.3% | 2.3% | -0.4% | 5.8% | i | 2.1% | 0.8% | 3.7% | i |
| CCOC(=O)N1CCN(C(=O)C2CCCN(Cc3nc(-c4ccc(Cl)cc4)oc3C)C2)CC1 (configuration not stated) | 20.6% | . | -8.2% | ? | -24.3% | 10.1% | . | 0.5% | -1.4% | . | . |
| COc1cccc(N2CCN(C3OC(=O)c4ccccc43)CC2)c1 (configuration not stated) | -18.5% | i | 0.3% | 12.1% | 2.0% | -2.8% | ? | -0.6% | 0.8% | 0.0% | i |
| CCOc1ccc(S(=O)(=O)Nc2nc3ccccc3nc2N2CCN(C)CC2)cc1 | -15.5% | ? | -2.0% | 0.4% | 14.4% | 6.6% | i | 1.9% | -2.2% | 13.0% | i |
| CC(=O)Nc1ccc(C(=O)CSc2ncn(-c3ccccc3)n2)cc1 | 57.3% | . | -0.8% | -10.0% | ? | ? | . | -3.6% | -1.7% | 8.1% | . |

Four entries from above, with values under each structure:
Results follow in this order: Tau filament bind	TexasRed autofl	Casp1 inh	HEK293 cAMP ctrl	ERK AVP block	HADH2 inhib	Fluorescein autfl	Luciferase inh	Casp7 inh	USP2a inhib	Rhodamine autofl
CCOC(=O)N1CCN(C(=O)C2CCCN(Cc3nc(-c4ccc(Cl)cc4)oc3C)C2)CC1 (configuration not stated)
 : 20.6%	.	-8.2%	?	-24.3%	10.1%	.	0.5%	-1.4%	.	.
CCOc1ccc(S(=O)(=O)Nc2nc3ccccc3nc2N2CCN(C)CC2)cc1
 : -15.5%	?	-2.0%	0.4%	14.4%	6.6%	i	1.9%	-2.2%	13.0%	i
C[C@]1(C(=O)NCc2cc(F)cc(C(F)(F)F)c2)C=C[C@@H](Cc2ccccc2)N1C(=O)c1ccccc1
 : 62.5%	.	-2.1%	15.8µM*	30.8%	18.7%	.	.	-5.4%	.	.
COc1cccc(N2CCN(C3OC(=O)c4ccccc43)CC2)c1 (configuration not stated)
 : -18.5%	i	0.3%	12.1%	2.0%	-2.8%	?	-0.6%	0.8%	0.0%	i

Assay outcomes (PubChem BioAssay)
